PPC-1+TRAIL kill – compounds killing PPC-1 cancer cells with TRAIL present, primary screen, TRAIL potentiator project, ATPLite luminescence, uHTS | PPC-1 cells + TRAIL, ATPLite viability luminescence | cell killing (% activity), % at 4 µM | hit rate 0.41% among 220,000 | AID 1443, 2008;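 active = cell killing above 50% in the first pass at 4 µM, then a duplicate retest at 5 µM averaging 50% or more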;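 note: plate controls were cells with TRAIL plus DMSO for no effect and medium-only wells lacking cells for full effect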
TNF necrop inh – inhibitors of TNF-alpha triggered necroptosis, primary screen, cell-based, Jurkat FADD-/-, single concentration. Jurkat FADD-/- TNF necroptosis rescue, ATP luminescence, 24 h; 0 = TNF only, 100 = no-TNF cells. activation (protection from cell death), % at 10 µM. hit rate 0.068% among 220,000;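 active = activation, meaning protection from cell death, of at least 50% relative to plate controls; inactive = activation below 50%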;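 note: necroptosis triggered by 40 ng/mL TNF-alpha added together with compound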
EBV gp42 block – Epstein-Barr virus gp42 inhibitors, primary screen, biochemical, uHTS, fluorescence polarization; hit rate 0.42% among 220,000; inhibition, % (tested at 21.74 µM); Fluorescence polarization binding assay, mP read-out; Glycoprotein 42 (Epstein-Barr virus (strain AG876)), Q1HVG2; in the data active = inhibition above about 50%
TRPN1 ag – zebrafish TRPN1 channel agonists, primary screen, cell-based, HEK293, calcium fluorescence | transient receptor potential cation channel N1 (TRPN1/NompC), Danio rerio | AID 1424, 2008 | activation, % at 3 µM | hit rate 0.18% among 220,000 | HEK293 zebrafish TRPN1-YFP, Fluo-8 calcium fluorescence; 100% = response to 87 µM carbachol;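 active = activation above its plate's cutoff, the mean activation of test wells on that plate plus 3 SD, cut at about 19% in these data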;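 note: 0% = DMSO alone and 100% = 87 µM carbachol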
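Material – zebrafish TRPN1-YFP in HEK293 cells · Doses – 3 µM single point · Schedule – dye 1 h 37 °C plus 30 min RT · Signal – Fluo-8 calcium fluorescence, excitation 470-495 nm, emission 515-575 nm · Read-out – % activation versus carbachol response · Control set – carbachol high, DMSO low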
Runt-SMMHC FRET – inhibitors of RUNX1 Runt–CBFb-SMMHC binding, primary screen, biochemical, FRET, Cerulean-Runt, Venus-CBFb-SMMHC, uHTS | Runt-related transcription factor 1 (Homo sapiens) + Core-binding factor subunit beta … | Cerulean-Runt/Venus-CBFb-SMMHC FRET ratio 530/480, 1 h | inhibition, % at 20 µM | hit rate 0.74% among 220,000 | AID 1434, 2008;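 active = mean inhibition across duplicate retests at 20 µM reaching about 50%, limit read from the data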;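 note: 0% = DMSO wells and 100% = wells with excess untagged CBFb-SMMHC; inhibitors lower the FRET ratio by blocking Runt binding to CBFb-SMMHC; some results filed as inactive read as strong as hits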
NCF1 inh – p47phox/p22phox peptide binding inhibitors, primary screen, biochemical, uHTS, NADPH oxidase regulatory subunit; Neutrophil cytosol factor 1 (Homo sapiens), P14598; fluorescence polarization, 2 h; inhibition, % at 24.7 µM; hit rate 0.53% among 220,000;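 active = inhibition above about 30%, limit read from the data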;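 note: 0% = p47phox with labelled peptide and 100% = labelled peptide alone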
CHOP inh – inhibitors of CHOP promoter induction, primary screen, cell-based, unfolded protein response, luciferase reporter; CHO-K1 CHOP-promoter luciferase, tunicamycin-induced, 15-18 h; inhibition, % at 10 µM; hit rate 3.8% among 220,000; AID 2732, 2010;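 active = compounds that reduced the stress-induced luciferase reporter signal by more than about 70% of percent inhibition, limit read from the data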;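 note: 0% = tunicamycin plus vehicle and 100% = wells without tunicamycin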
TRPML3 ag – human TRPML3 channel agonists, primary screen, cell-based, HEK293 TRPML3-YFP, Fluo-8 calcium fluorescence, 3 µM | hit rate 0.29% among 220,000 | activation, % at 3 µM | 100% = the carbachol control signal | Mucolipin-3 (Homo sapiens), Q8TDD5 | AID 1448, 2008;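 active = activation above its plate's cutoff, the mean activation of the plate's test wells plus 3 SD, cut at about 12% in these data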;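 note: 0% = DMSO only wells and 100% = carbachol wells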
Target sequence (Q8TDD5 whole entry, looked up): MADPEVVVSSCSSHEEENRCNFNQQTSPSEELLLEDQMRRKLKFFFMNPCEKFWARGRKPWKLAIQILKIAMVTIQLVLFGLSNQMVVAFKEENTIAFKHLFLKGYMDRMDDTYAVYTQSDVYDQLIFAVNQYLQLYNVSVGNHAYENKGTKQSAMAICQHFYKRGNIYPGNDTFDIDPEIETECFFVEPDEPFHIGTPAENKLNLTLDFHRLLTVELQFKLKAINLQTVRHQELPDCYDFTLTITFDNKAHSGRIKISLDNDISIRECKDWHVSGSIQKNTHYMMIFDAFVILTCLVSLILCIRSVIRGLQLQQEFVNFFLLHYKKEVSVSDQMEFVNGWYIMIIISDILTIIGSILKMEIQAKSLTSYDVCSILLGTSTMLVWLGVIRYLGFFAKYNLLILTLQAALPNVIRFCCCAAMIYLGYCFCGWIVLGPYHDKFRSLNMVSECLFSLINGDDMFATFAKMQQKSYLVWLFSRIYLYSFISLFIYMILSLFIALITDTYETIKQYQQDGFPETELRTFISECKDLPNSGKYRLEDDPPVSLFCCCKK
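system = HEK293 cells stably carrying human TRPML3-YFP | doses = one concentration, 3 µM nominal, 0.3% DMSO | timing = dye loading 1 h 37 °C then 30 min ambient, 125 s read | detection = Fluo-8 calcium dye fluorescence, ex 470-495, em 515-575 nm | benchmarks = high control carbachol 87 µM, low control DMSO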
Mdm2 ligase inh – MDM2-luciferase reporter signal enhancers, primary screen, MDM2 E3 ligase inhibitor project, cell-based, luminescence, 1536-well | E3 ubiquitin-protein ligase Mdm2 (Homo sapiens), Q00987 | cell-based MDM2 ubiquitination luciferase reporter, 2 h; 0 = plate control, 100 = twice control, blank-subtracted | signal enhancement, % at 5 µM | hit rate 0.11% among 210,000;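 active = signal enhancement of 30% or more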;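 note: luminescence tracks abundance of the self-degrading MDM2-luciferase fusion protein; higher signal means inhibition of MDM2 E3 ligase activity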
Target sequence (Q00987 whole entry, looked up, the tested form may be a part): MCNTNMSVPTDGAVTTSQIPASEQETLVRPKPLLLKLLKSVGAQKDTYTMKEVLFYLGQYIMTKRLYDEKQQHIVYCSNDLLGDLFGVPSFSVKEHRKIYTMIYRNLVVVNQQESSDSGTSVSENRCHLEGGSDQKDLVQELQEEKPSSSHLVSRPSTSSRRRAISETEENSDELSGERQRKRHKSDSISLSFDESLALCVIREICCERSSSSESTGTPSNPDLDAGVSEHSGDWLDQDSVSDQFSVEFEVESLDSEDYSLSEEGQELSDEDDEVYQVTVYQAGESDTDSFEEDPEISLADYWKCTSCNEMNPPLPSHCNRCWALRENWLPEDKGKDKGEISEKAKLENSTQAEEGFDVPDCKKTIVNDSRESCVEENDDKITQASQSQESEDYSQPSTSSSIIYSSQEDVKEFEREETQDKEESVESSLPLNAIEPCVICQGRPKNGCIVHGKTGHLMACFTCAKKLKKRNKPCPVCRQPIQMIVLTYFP
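Assay system: stable mammalian line carrying autodegrading MDM2–luciferase fusion reporter; amount: 2000 cells seeded into each well; buffer or medium: DMEM; benchmarks: plate control and blank wells; signal: luciferase luminescence; timing: 2 h compound exposure at 37 °C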
Active calls of the source: *. Rows were taken by chance. About 5.9% of those tested had a hit in this group.

Cc1cccc(C(=O)N/N=C2/SCC(=O)N2Cc2ccccc2)c1 was read as PPC-1+TRAIL kill 4.6, TNF necrop inh 1.0, EBV gp42 block -19.7, TRPN1 ag -0.3, Runt-SMMHC FRET -0.7, NCF1 inh -11.4, CHOP inh -1.0, TRPML3 ag 0.1 and Mdm2 ligase inh -0.6.
Screening COC(=O)c1ccc(N/C(C)=C/C(=O)c2ccc(C)o2)cc1 returned PPC-1+TRAIL kill -4.4, TNF necrop inh -0.4, EBV gp42 block -34.1, TRPN1 ag 1.5, Runt-SMMHC FRET 23.4, NCF1 inh -4.4, CHOP inh 18.7, TRPML3 ag 0.3 and Mdm2 ligase inh -12.9.
`Cc1[nH]c(=S)[nH]c(=O)c1Cc1ccc(OCC(C)C)cc1` gave PPC-1+TRAIL kill 5.0, TNF necrop inh -6.1, EBV gp42 block -14.5, TRPN1 ag -1.1, Runt-SMMHC FRET -1.1, NCF1 inh -19.6, CHOP inh 16.9 and TRPML3 ag 0.2.
Screening CC(=O)c1cnc2c(-c3cccc(Br)c3)cnn2c1C returned PPC-1+TRAIL kill 17.5, TNF necrop inh 1.8, EBV gp42 block 5.7, TRPN1 ag 1.0, Runt-SMMHC FRET -13.5, NCF1 inh -5.6, CHOP inh 37.4, TRPML3 ag 0.8 and Mdm2 ligase inh -4.6.
For C#CCOCCOCCOCCNc1nc(N2CCN(C(=O)[C@H]([C@@H](C)CC)n3cc([C@@H](N)CC(C)C)nn3)CC2)nc(N2CCN(C(=O)[C@H](CCCCN)n3cc([C@@H](N)C(C)CC)nn3)CC2)n1 (some centres undefined) the results were PPC-1+TRAIL kill 0.7, TNF necrop inh 1.6, EBV gp42 block -2.7, TRPN1 ag 1.2, Runt-SMMHC FRET 1.3, CHOP inh 10.6 and TRPML3 ag 0.9.
CC(NC(=O)Cc1ccsc1)c1ccc(S(N)(=O)=O)cc1 (centres undefined) was read as PPC-1+TRAIL kill 7.3, TNF necrop inh 1.0, EBV gp42 block -28.6, TRPN1 ag 1.3, Runt-SMMHC FRET -9.2, NCF1 inh 9.9, CHOP inh 12.0, TRPML3 ag 0.5 and Mdm2 ligase inh -20.1.
For CCOC(=O)c1ccccc1NS(=O)(=O)c1ccc(OCC)cc1 the results were PPC-1+TRAIL kill 0.1, TNF necrop inh -11.1, EBV gp42 block -8.8, TRPN1 ag -2.0, Runt-SMMHC FRET -1.7, NCF1 inh 1.3, TRPML3 ag -0.1 and Mdm2 ligase inh -4.3.
CCCC(=O)Nc1ccccc1-c1nnn(CC(=O)Nc2ccc(OC)cc2)n1 was read as PPC-1+TRAIL kill -0.9, TNF necrop inh -0.3, EBV gp42 block -10.1, TRPN1 ag 0.6, Runt-SMMHC FRET -1.7, NCF1 inh -4.0, CHOP inh 49.7, TRPML3 ag 0.8 and Mdm2 ligase inh -47.0.
Screening CCn1c2ccccc2c2nn(C)c(=N)nc21 returned PPC-1+TRAIL kill -21.6, TNF necrop inh -0.9, EBV gp42 block -12.5, TRPN1 ag 1.2, Runt-SMMHC FRET -0.9, NCF1 inh -8.9, CHOP inh 48.1, TRPML3 ag 1.1 and Mdm2 ligase inh -6.9.
Screening COC(=O)c1sccc1NC(=O)C1CC=CCC1C(=O)O (centres undefined) returned PPC-1+TRAIL kill 14.3, TNF necrop inh 0.2, EBV gp42 block -3.6, TRPN1 ag 1.0, Runt-SMMHC FRET -0.3, NCF1 inh -3.0, CHOP inh 34.0, TRPML3 ag -0.1 and Mdm2 ligase inh 9.2.
Screening CCCCOc1ccc(CSc2n[nH]c(C)n2)cc1 returned PPC-1+TRAIL kill 0.7, TNF necrop inh -2.2, EBV gp42 block -12.4, TRPN1 ag 1.0, Runt-SMMHC FRET 11.1, NCF1 inh -7.2, CHOP inh 11.9, TRPML3 ag 0.0 and Mdm2 ligase inh -20.9.
`Cc1ccc(OCCN2C(=O)c3ccccc3C2=O)c(C)c1` gave PPC-1+TRAIL kill 14.0, TNF necrop inh 0.8, EBV gp42 block -2.9, TRPN1 ag -0.1, Runt-SMMHC FRET 5.8, NCF1 inh -0.7, CHOP inh 42.4, TRPML3 ag -0.5 and Mdm2 ligase inh -3.1.
For CC(C)C(=O)Nc1ccc(C(=O)NNC(=S)NC(=O)c2ccccc2[N+](=O)[O-])cc1 the results were PPC-1+TRAIL kill 36.0, TNF necrop inh 0.1, EBV gp42 block 1.0, TRPN1 ag 0.1, Runt-SMMHC FRET 5.4, NCF1 inh -15.3, CHOP inh 11.2 and TRPML3 ag 0.0.
`O=C(NCc1ccc2c(c1)OCO2)C1CCN(S(=O)(=O)c2cccs2)CC1` gave PPC-1+TRAIL kill 24.9, TNF necrop inh -1.9, EBV gp42 block 0.2, TRPN1 ag -0.4, Runt-SMMHC FRET -8.7, NCF1 inh -14.3, CHOP inh 15.7, TRPML3 ag 0.0 and Mdm2 ligase inh -12.3.
Nc1ccc(Nc2ccncc2[N+](=O)[O-])cc1 was read as PPC-1+TRAIL kill 13.5, TNF necrop inh -2.1, EBV gp42 block 1.0, TRPN1 ag -0.4, Runt-SMMHC FRET -3.1, NCF1 inh 0.1, CHOP inh 26.3, TRPML3 ag 0.8 and Mdm2 ligase inh -7.9.
CCC1CCCN1Cn1cnc2c([nH]c3ccc(Cl)cc32)c1=O (centres undefined) was read as PPC-1+TRAIL kill 11.7, TNF necrop inh 9.9, EBV gp42 block 0.0, TRPN1 ag 1.4, Runt-SMMHC FRET 1.6, NCF1 inh -7.1, CHOP inh 38.1, TRPML3 ag 1.5 and Mdm2 ligase inh -15.7.
For Cc1nc2nc(-c3ccco3)nn2c(C)c1Cl the results were PPC-1+TRAIL kill 7.4, TNF necrop inh -1.4, EBV gp42 block -9.2, TRPN1 ag 1.1, Runt-SMMHC FRET -0.4, NCF1 inh -13.8, CHOP inh 16.6, TRPML3 ag 0.3 and Mdm2 ligase inh -17.0.
`COc1cc(OC)c(/C=N/NC(=O)c2ccc(NC(C)=O)cc2)cc1Br` gave PPC-1+TRAIL kill 21.5, TNF necrop inh -0.8, EBV gp42 block -5.7, TRPN1 ag 0.5, Runt-SMMHC FRET 3.4, NCF1 inh 15.3, CHOP inh 104.0*, TRPML3 ag 0.1 and Mdm2 ligase inh 9.9.
O=C(NCCCN1CCOCC1)c1ccc(Cl)s1 was read as PPC-1+TRAIL kill 13.8, TNF necrop inh 1.2, EBV gp42 block -6.6, TRPN1 ag -0.6, Runt-SMMHC FRET 3.2, NCF1 inh -9.1, CHOP inh -5.0, TRPML3 ag 1.4 and Mdm2 ligase inh -4.0.
For CCC(C)NC(=O)c1c(N)n(/N=C/c2cccs2)c2nc3ccccc3nc12 (centres undefined) the results were PPC-1+TRAIL kill 12.0, TNF necrop inh -7.0, EBV gp42 block -17.9, TRPN1 ag 1.6, Runt-SMMHC FRET -0.5, NCF1 inh -25.2, CHOP inh 67.4, TRPML3 ag 1.3 and Mdm2 ligase inh 0.7.
`CC(C)(C)c1ccc(C(=O)Nc2ccc(NC(=O)C(=O)O)cc2)o1` gave PPC-1+TRAIL kill 11.7, TNF necrop inh 0.1, EBV gp42 block -19.8, TRPN1 ag 0.7, Runt-SMMHC FRET -1.1, NCF1 inh -3.6, CHOP inh 22.2, TRPML3 ag 1.7 and Mdm2 ligase inh -10.4.
CC(C)NC(=O)/C(=C/c1cn(-c2ccccc2)nc1-c1cccc([N+](=O)[O-])c1)NC(=O)c1ccccc1 was read as PPC-1+TRAIL kill 15.4, TNF necrop inh 0.5, EBV gp42 block -36.3, TRPN1 ag -1.1, Runt-SMMHC FRET 5.9, NCF1 inh -0.9, CHOP inh -1.4, TRPML3 ag 0.8 and Mdm2 ligase inh -8.1.
`Cc1csc(C2=C(O)CN(CCc3ccccc3)C2=N)n1` gave PPC-1+TRAIL kill -7.8, TNF necrop inh 0.4, EBV gp42 block -6.6, TRPN1 ag 1.0, Runt-SMMHC FRET 1.9, NCF1 inh -11.4, CHOP inh 31.4, TRPML3 ag -0.3 and Mdm2 ligase inh -21.9.
`COC(=O)c1ccccc1NC(=O)c1cccc(NC(=O)C(C)C)c1` gave PPC-1+TRAIL kill -8.1, TNF necrop inh 0.4, EBV gp42 block 3.1, TRPN1 ag -0.6, Runt-SMMHC FRET 2.5, NCF1 inh -3.3, CHOP inh 37.3, TRPML3 ag 0.7 and Mdm2 ligase inh -0.1.
`O=C1C2CC(O)CN2C(=S)N1Cc1ccccc1` (centres undefined) gave PPC-1+TRAIL kill 9.8, TNF necrop inh 1.4, EBV gp42 block -1.2, TRPN1 ag 0.1, Runt-SMMHC FRET -6.2, NCF1 inh -1.3, CHOP inh 1.5, TRPML3 ag 1.1 and Mdm2 ligase inh -7.6.
Screening CC(NC(=O)c1csc2ccccc12)C1CCCO1 (centres undefined) returned PPC-1+TRAIL kill 8.1, TNF necrop inh -1.7, EBV gp42 block -7.4, TRPN1 ag 0.3, Runt-SMMHC FRET -3.9, NCF1 inh -17.0, CHOP inh 26.5, TRPML3 ag -0.7 and Mdm2 ligase inh -3.5.
CSc1ccc(/C=N/NC(=O)c2cccc(O)c2)cc1 was read as PPC-1+TRAIL kill 54.5*, TNF necrop inh -13.2, EBV gp42 block -7.0, TRPN1 ag -1.9, Runt-SMMHC FRET -6.3, NCF1 inh 1.6, CHOP inh -43.6, TRPML3 ag -0.2 and Mdm2 ligase inh -66.6.
`Cc1ccc(CN2CCSc3sccc3C2=O)cc1` gave PPC-1+TRAIL kill 3.3, TNF necrop inh 83.3*, EBV gp42 block -1.4, TRPN1 ag -1.1, Runt-SMMHC FRET 1.0, NCF1 inh -2.5, CHOP inh 5.5, TRPML3 ag -0.5 and Mdm2 ligase inh -6.9.
Screening COc1ccc(-n2c(C(C)(C)C)csc2=Nc2c(C)n(C)n(-c3ccccc3)c2=O)cc1 returned PPC-1+TRAIL kill 7.7, TNF necrop inh 0.4, EBV gp42 block 4.1, TRPN1 ag 0.6, Runt-SMMHC FRET 2.2, NCF1 inh -204.5, CHOP inh -58.5, TRPML3 ag 0.2 and Mdm2 ligase inh -3.0.
